Screening results deposited in PubChem BioAssay by National Center for Advancing Translational Sciences (NCATS).
ASM inhibitor: inhibitors of human secretory acid sphingomyelinase; AID 504937; actives 0.006% (n = 340,000); placental ASM, HMU-PC fluorogenic substrate, 60 min; Potency, µM (highest dose often 57.5 µM), inactives show top-dose activity change, negative = inhibition, usual class: inhibitors; P17405; also: potency is read from the fitted curve at half-maximal effect
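HMU-PC0 cleavage (9 uM final) by human placental ASM, 60 min at 37 °C following 10 min compound exposure at RT; stopped at pH 10, fluorescence Ex 386/Em 447 nm.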
hERG WT inh: blocks the wildtype human KCNH2 potassium channel; U2OS, BacMam KCNH2, thallium flux FluxOr; hits give low values; activity change, % at 1.84 µM; actives 0.37% (n = 340,000); AID 720551;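 active = maximum activity change below -70%; inconclusive = maximum activity change between -70% and -50%; inactive = maximum activity change above -50%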; also: % is scaled to controls: 0 for no effect and ±100 for the full control effect
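U2OS cells transduced with wild-type KCNH2 virus are loaded with FluxOr dye for 45 min, and thallium flux is measured in kinetic reads before and after stimulation buffer. Rate constants are normalized to DMSO controls.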
MBNL1-CUG inh: inhibitors of human MBNL1 binding to CUG repeat RNA; actives 0.036% (n = 280,000); TR-FRET MBNL1-His/biotin-(CUG)12 binding, 665/545 ratio; Potency, µM (titrated, usually from 57.5 µM), for inactives: at the top dose activity change, negative = inhibition, most hits filed as inhibitors; active = well fitted inhibition curve with a large enough effect in the signal ratio, with a control signal flat, not every such curve was filed as active; inconclusive = small, poorly fitted or top-dose-only effect, or effect the other way, or a change in a side signal; inactive = no such curve, though single readings can be large or run the other way; the % refers to the signal ratio; also: potency is read from the fitted curve at half-maximal effect; % is scaled to controls: 0 for no effect and ±100 for the full control effect
Target sequence (Q9NR56 whole entry, looked up): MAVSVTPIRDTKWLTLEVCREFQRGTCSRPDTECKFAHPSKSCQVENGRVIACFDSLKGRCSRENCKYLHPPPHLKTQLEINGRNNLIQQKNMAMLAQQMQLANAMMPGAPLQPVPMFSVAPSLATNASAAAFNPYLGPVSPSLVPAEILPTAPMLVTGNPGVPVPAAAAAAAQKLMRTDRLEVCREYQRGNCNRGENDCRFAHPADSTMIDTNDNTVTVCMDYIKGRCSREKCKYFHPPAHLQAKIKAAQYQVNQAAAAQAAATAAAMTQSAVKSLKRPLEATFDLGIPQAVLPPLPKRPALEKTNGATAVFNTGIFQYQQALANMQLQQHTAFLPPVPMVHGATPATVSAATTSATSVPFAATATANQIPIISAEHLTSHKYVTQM
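Inhibition of protein-RNA binding appears as loss of TR-FRET between terbium anti-His antibody on MBNL1-His and streptavidin-XL665 on biotin-(CUG)12. Activity is normalized to buffer-only and uninhibited-complex controls.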
TSHR antagonist: blocks TSH signaling through the human TSH receptor. P16473. TSHR-expressing cells, TSH-stimulated cAMP HTRF, 2 h; hits give low values. activity change, negative = inhibition, % at 11.5 µM. actives 0.2% (n = 330,000). AID 504810;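 active = activity change below a set negative limit, meaning inhibition stronger than a set level, cut at about -70% in these data; inconclusive = activity change between two set negative limits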; also: % is scaled to controls: 0 for no effect and ±100 for the full control effect
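Inhibition of cAMP made by TSHR-expressing cells under TSH stimulation (4nM final, EC80; 2 h, 37 deg C) is quantified with a one-step lysis HTRF kit, anti-cAMP cryptate versus cAMP-d2.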
PKM2 activator: activators of human pyruvate kinase M2; P14618; purified PKM2, Kinase-Glo ATP luminescence, activation; response scale: 0% is enzyme alone, no compound; Potency, µM (top dose mostly 57.5 µM), for inactives: at the top dose activation, hits mostly activators; actives 0.34% (n = 260,000); AID 1631; also: potency is read from the fitted curve at half-maximal effect; % is scaled to controls: 0 for no effect and ±100 for the full control effect; nearly all actives have a fitted effect of over 55% in size
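Kinase-Glo luminescence reports ATP generated from ADP (0.1 mM) and PEP (0.5 mM) by purified hPK-M2 after 1 h at room temperature, pH 7.2 imidazole buffer; intermediate enzyme activity allows detecting inhibitors and activators.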
BCR signal inh: chronic active BCR signaling inhibition | ABC-DLBCL IkBa-CBG/CBR reporter, luminescence ratio, 4 h | AID 493014 | Potency, µM (titrated, usually from 46.1 µM), for the others: at the top dose ratio change, negative = lower green/red ratio, actives largely listed as inhibitors | actives 0.05% (n = 340,000); active = well fitted inhibition curve with a large enough effect in the signal ratio, with a control signal flat, not every such curve was filed as active; inconclusive = small, poorly fitted or top-dose-only effect, or effect the other way, or a change in a side signal; the % refers to the signal ratio;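 also: potency is read from the fitted curve at half-maximal effect; plate controls were basal doxycycline-induced cells for no effect and cells given 10 µM MG132 for full effect; MG132 reads +100%, hits lower the ratio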
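Cell line TMD8 (human ABC DLBCL), stably expressing tet-inducible CBG68-IkBa fusion and CBR; IMDM/0.5% FBS; cpd up to 46 uM; dox induction, 4 h, 37C/5% CO2; dual luminescence; green/red ratio; MG132 control.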
Menin MLL FP TR: inhibitors of human menin-MLL interaction, mutant MLL peptide; O00255; Menin + Texas Red MLL mutant peptide, fluorescence polarization; Potency, µM (doses to about 61.6 µM), for inactives: at the top dose FP activity change, negative = inhibition, hits mostly inhibitors; actives 0.23% (n = 270,000); AID 1768; active = well fitted inhibition curve with a large enough effect in the polarisation, with a control signal flat, not every such curve was filed as active; inconclusive = small, poorly fitted or top-dose-only effect, or effect the other way, or a change in a side signal; inactive = no such curve, though single readings can be large or run the other way; the % refers to the polarisation; also: potency is read from the fitted curve at half-maximal effect; % of control where 0% means no effect; many of its hits are not listed in these tables
USP2a inh: USP2a (human) protease inhibition; Potency, µM (series often up to 38.3 µM), without a hit: at the highest dose activity change, negative = inhibition, hits mostly inhibitors; USP2 core, Ub-CHOP2 coupled fluorogenic reporter, 485/531; O75604; actives 0.01% (n = 330,000);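 also: potency is read from the fitted curve at half-maximal effect; plate controls were DMSO wells for no effect and full inhibition by NEM control for full effect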
Target sequence (O75604 whole entry, looked up): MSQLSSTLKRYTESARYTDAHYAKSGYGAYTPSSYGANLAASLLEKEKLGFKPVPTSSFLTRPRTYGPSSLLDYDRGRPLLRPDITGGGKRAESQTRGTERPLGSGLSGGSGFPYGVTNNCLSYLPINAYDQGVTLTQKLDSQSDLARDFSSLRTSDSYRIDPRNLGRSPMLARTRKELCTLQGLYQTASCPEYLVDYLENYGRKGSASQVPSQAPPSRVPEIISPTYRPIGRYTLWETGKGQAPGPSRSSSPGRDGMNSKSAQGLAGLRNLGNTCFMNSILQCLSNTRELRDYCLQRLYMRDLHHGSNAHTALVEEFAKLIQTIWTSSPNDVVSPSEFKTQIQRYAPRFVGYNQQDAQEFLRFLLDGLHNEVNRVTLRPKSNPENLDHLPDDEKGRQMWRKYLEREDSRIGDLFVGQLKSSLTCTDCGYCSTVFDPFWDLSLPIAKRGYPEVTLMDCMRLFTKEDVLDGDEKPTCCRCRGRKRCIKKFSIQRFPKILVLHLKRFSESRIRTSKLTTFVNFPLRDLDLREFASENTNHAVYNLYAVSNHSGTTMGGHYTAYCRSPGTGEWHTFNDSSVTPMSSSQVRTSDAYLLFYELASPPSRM
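Deubiquitinase activity read as fluorescence (485/531 nm) after Ub-CHOP2 cleavage activates the enterokinase reporter on its substrate; USP2 core 10nM, Ub-CHOP2 and substrate 25nM each, 30min compound preincubation then 60min RT; data normalized to NEM, curves fitted.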
Mito fusion yeast: inhibitors of mitochondrial division or activators of mitochondrial fusion. actives 0.23% (n = 320,000). S. cerevisiae fusion-defective mutant growth rescue, CellTiterGlo 48 h. Potency, µM (doses to about 46.1 µM), without a hit: at the highest dose growth rescue (activation), actives largely listed as activators;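 also: potency is read from the fitted curve at half-maximal effect; % of control where 0% means no effect; nearly all actives have a fitted effect of over 45% in size; temperature-sensitive fusion mutants such as fzo1-1 at 37 °C on non-fermentable ethanol glycerol medium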
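Luminescent cell viability in 1536-well qHTS format served as the measure of rescued growth in ts fusion-mutant S. cerevisiae cultured on non-fermentable YPEG for 48 hours at 37C.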
Eya2 phos inh: blocks the phosphatase activity of human Eya2. recombinant Eya2, OMFP fluorescence dephosphorylation (OMFP is methylfluorescein phosphate). O00167. actives 0.006% (n = 330,000). Potency, µM (top dose mostly 76.9 µM), without a hit: top-dose activity, negative = inhibition, most hits filed as inhibitors; also: potency is read from the fitted curve at half-maximal effect; % is scaled to controls: 0 for no effect and ±100 for the full control effect
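Eya2 protein (added as 0.2 uM solution) was preincubated with compound for 10 min at ambient temperature in 50 mM HEPES pH 7.5, 50 mM NaCl, 5 uM MgCl2, 0.05% BSA, 1 mM DTT. OMFP (added at 50 uM) then reacted 10 min; fluorescence read at 485/525 nm.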
GALK inhibitor: blocks human galactokinase activity; Potency, µM (titrated, usually from 57.5 µM), for inactives: top-dose activity change, negative = inhibition, actives largely listed as inhibitors; Purified GALK, Kinase-Glo residual ATP luminescence; actives 0.007% (n = 270,000); also: potency is read from the fitted curve at half-maximal effect; % is scaled to controls: 0 for no effect and ±100 for the full control effect
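Kinase-Glo Plus luminescence measured ATP left after a 1 h room-temperature reaction. The reaction used 5 nM GALK, 100 uM galactose and 35 uM ATP at pH 8.0 (20 mM HEPES, 5 mM MgCl2, 60 mM NaCl, 1 mM DTT, 0.01% BSA).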
The depositor's hits bear a star; ? = inconclusive; · = not tested or not shown; [ ] = remark or other dose. Unless noted, calls follow the shape of the dose curve; as a rule, active = well fitted curve in the direction sought with a large enough effect; inconclusive = small, poorly fitted or top-dose-only effect, or another doubt; inactive = no such curve, though single readings can be large; an effect the other way counts as inactive or inconclusive. Some of the compounds tested (hit frequency here may not be typical).

Each structure is followed by: ASM inhibitor	hERG WT inh	MBNL1-CUG inh	TSHR antagonist	PKM2 activator	BCR signal inh	Menin MLL FP TR	USP2a inh	Mito fusion yeast	Eya2 phos inh	GALK inhibitor
1. CN(CC(=O)NCC(=O)Nc1ccc(F)c(F)c1F)C1CCS(=O)(=O)C1 (stereo not drawn)
    5%	6	·	15	·	-2%	·	-2%	-2%	-2%	·
2. O=C(CNC(=O)c1ccccc1F)NC1CC1
    6%	5	5%	-8	-1%	-18%	7%	1%	-3%	-7%	0%
3. Cc1ccc(NS(=O)(=O)c2ccc3c(c2)NC(=O)CCS3)c(C)c1
    -4%	1	7%	-9	·	2%	·	1%	1%	8%	-4%
4. CC1CCN(C(=O)c2cc3nc(-c4ccccc4)cc(-c4ccccc4)n3n2)CC1
    85%[activator]	17	-2%	-13	2%	-3%	-4%	-1%	?	22%	1%
5. CC(C)(C)c1ccc(NC(=O)CSc2n[nH]c(=O)n2-c2cccnc2)cc1
    -2%	-5	-3%	16	-4%	?	·	2%	1%	0%	6%
6. COC(=O)C1=C(N)Oc2cc(N(C)C)ccc2C1c1ccccc1OC (stereo not drawn)
    -1%	1	-13%	0	0%	?	1%	-2%	-3%	6%	2%
7. CCOC(=O)c1ccc(NC(=O)c2cc(S(=O)(=O)N3CCOCC3)cn2C)cc1
    -1%	5	49%[activator]	-5	11%	-4%	12%	0%	2%	9%	·
8. O=C(/C=C/c1ccc(Br)o1)Nc1nnc(C2CC2)s1
    ·	·	·	-6	3%	10%	·	4%	-6%	2%	-7%
9. CCN(CC)S(=O)(=O)c1ccc2c(c1)nc(CCC(=O)Nc1ccccc1Cc1ccccc1)n2CC
    -5%	8	0%	7	3%	2%	·	2%	-3%	-31%	-2%
10. Cc1ccc(OCC(=O)Nc2nnn(C)n2)c(C)c1
    2%	3	3%	-1	-1%	1%	5%	3%	-11%	-5%	1%
11. O=C(C[C@@H]1C/C=C\CCC(=O)OC[C@H](Cc2ccccc2)NC1=O)N[C@@H](CO)Cc1ccccc1
    -1%	-3	·	10	·	-2%	·	-1%	·	2%	·
12. N#C/C(=C1\C(=O)Nc2c(Cl)cc(Cl)cc21)c1nnc2n1CCCCC2
    1%	-2	-8%	9	-16%	-1%	-21%	-1%	-9%	6%	0%
13. Cc1ccccc1CNC(=O)C(=O)NCCC1CCCCN1S(=O)(=O)c1cccs1 (stereo not drawn)
    ·	-144*	·	-11	·	?	·	-1%	5%	-1%	·
14. O=C(CCl)Nc1ccccc1C(=O)c1ccccc1
    -6%	3	-5%	-4	-7%	?	-23%	0%	-4%	0%	6%
15. COc1ccc(OC)c(NC(=O)COC(=O)CCCN=C2NS(=O)(=O)c3ccccc32)c1
    -2%	3	·	12	·	?	·	5%	·	-23%	·

Some of these compounds in order of the TSHR antagonist value, low to high.
nr	Structure	TSHR antagonist
6	COC(=O)C1=C(N)Oc2cc(N(C)C)ccc2C1c1ccccc1OC (stereo not drawn)	0
15	COc1ccc(OC)c(NC(=O)COC(=O)CCCN=C2NS(=O)(=O)c3ccccc32)c1	12
1	CN(CC(=O)NCC(=O)Nc1ccc(F)c(F)c1F)C1CCS(=O)(=O)C1 (stereo not drawn)	15

New compounds follow.
Each structure is followed by: ASM inhibitor	hERG WT inh	MBNL1-CUG inh	TSHR antagonist	PKM2 activator	BCR signal inh	Menin MLL FP TR	USP2a inh	Mito fusion yeast	Eya2 phos inh	GALK inhibitor
16. COc1ccc(C2CCCN2C(=S)Nc2ccc(C)cc2Cl)cc1OC (stereo not drawn)
    -1%	15	0%	-7	6%	?	2%	-1%	-1%	-3%	-4%
17. Cc1cc(NC(=O)COC(=O)[C@@H](NS(=O)(=O)c2ccccc2)C(C)C)no1
    -3%	13	-4%	-10	0%	-9%	-4%	0%	3%	-10%	9%
18. C=CCNC(=O)c1cc(-c2ccncc2)nc2c(C)cc(C)cc12
    5%	-2	24%	-12	-2%	0%	0%	-2%	4%	-4%	-3%
19. Cn1c(=O)c2c(nc(N3CCCCC3)n2CCSc2nc3ccccc3s2)n(C)c1=O
    -8%	-3	1%	3	-2%	3%	-8%	1%	1%	6%	-4%
20. COc1ccc(C(=O)Nc2ccc(Nc3ccccc3)cc2)cc1OC
    -15%	-5	-3%	4	1%	-2%	?	3%	0%	10%	4%
21. Cc1ccc(NC(=O)CSCC(=O)NC2(C)CCS(=O)(=O)C2)cc1 (stereo not drawn)
    -3%	-10	·	7	·	6%	·	3%	-7%	-2%	·
22. CC(C)c1ccc(NC(=O)[C@H](NC(=O)[C@@H]2Cc3ccccc3CN2)c2ccccc2)cc1
    -6%	0	5%	-7	·	?	·	3%	-13%	-2%	-7%
23. CCNC(=O)CSc1nnc(-c2ccccc2)n1-c1ccc(OCC)cc1
    0%	46	-5%	7	-3%	7%	1%	1%	1%	-22%	1%
24. Cc1nn(CCCC(=O)Nc2cc(Oc3ccc(F)cc3)cc([N+](=O)[O-])c2)c(C)c1[N+](=O)[O-]
    -22%	-5	?	-31	4%	4%	?	1%	18%	-18%	-3%
25. COc1ccccc1CNC(=O)C(CCSC)NC(=O)c1cccc(S(=O)(=O)N2CCOCC2)c1 (stereo not drawn)
    -3%	-1	·	4	·	0%	·	0%	·	-2%	·
26. COC(=O)CSc1nc2ccccn2c(=O)c1C=O
    438%[activator]	-10	27%	1	7%	2%	7%	1%	-8%	15%	0%
27. CCOc1cc(/C=N/NC(=O)CN2CCCCC2)ccc1OCc1cccc(Cl)c1
    -10%	2	·	2	-21%	3%	-8%	1%	3%	1%	1%
28. CC1CCCN(C(=O)COC(=O)c2cc(Br)ccc2O)C1 (stereo not drawn)
    25%	-1	·	·	·	?	·	1%	·	2%	·
29. CCOC(=O)CCn1cnc2ccc([N+](=O)[O-])cc2c1=O
    2%	-4	?	-4	-19%	3%	-14%	2%	-2%	-3%	-2%
30. Cc1ccc(C(=O)N/C(=C\c2ccc(C)o2)C(=O)O)cc1
    0%	6	14%	-1	1%	9%	·	1%	0%	-4%	5%
31. CCOc1cc(/C=N/n2c(C)nnc2C)ccc1O
    18%	-3	-1%	-5	-2%	?	·	1%	-1%	9%	12%
32. O=C(Nc1ccccc1)OCCNC(=O)c1cccc(Cl)c1
    0%	-4	3%	-6	1%	0%	9%	-1%	2%	1%	0%
33. COc1cccc(C2CC(c3cccc(C)c3)n3ncnc3N2)c1 (stereo not drawn)
    8%	2	?	2	-1%	1%	-1%	2%	-7%	-3%	0%
34. O=C(c1ccco1)N1CCN(C(=O)c2cccc3c2C(=O)N(C2CCCCC2)C3)CC1
    7%	-5	-20%[11.5 µM]	0	15%	-1%	-10%	2%	-31%[inhibitor]	4%	·
35. O=C(COC(=O)/C=C/c1ccc([N+](=O)[O-])cc1)NCc1ccco1
    -1%	3	·	5	1%	-1%	·	3%	-4%	-1%	0%
36. CCOc1ccc(-c2nnc(-c3cccs3)o2)cc1OCC
    -2%	-3	24%	-5	-8%	3%	-12%	0%	-1%	21%	1%

Molecules from the list above with a nitro group on carbon, in the order listed:
Each structure is followed by: ASM inhibitor	hERG WT inh	MBNL1-CUG inh	TSHR antagonist	PKM2 activator	BCR signal inh	Menin MLL FP TR	USP2a inh	Mito fusion yeast	Eya2 phos inh	GALK inhibitor
24. Cc1nn(CCCC(=O)Nc2cc(Oc3ccc(F)cc3)cc([N+](=O)[O-])c2)c(C)c1[N+](=O)[O-]
    -22%	-5	?	-31	4%	4%	?	1%	18%	-18%	-3%
29. CCOC(=O)CCn1cnc2ccc([N+](=O)[O-])cc2c1=O
    2%	-4	?	-4	-19%	3%	-14%	2%	-2%	-3%	-2%
35. O=C(COC(=O)/C=C/c1ccc([N+](=O)[O-])cc1)NCc1ccco1
    -1%	3	·	5	1%	-1%	·	3%	-4%	-1%	0%
